# High-throughput results deposited in PubChem by several laboratories.
# Tat export inh = inhibitors of E. coli Tat protein transport | E. coli MC4100 TorA-mCherry Tat export, fluorescence | hit rate 0.036% among 340,000 | inhibition, % at 10 µM;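 active = mean replicate inhibition at least 50% and at least half of replicates individually reaching 50%; inconclusive = only one of the two criteria met; inactive = neither criterion met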;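 note: exported cargo escapes ClpAP degradation while cytoplasmic cargo is degraded and loses fluorescence; 0% = median of neutral control wells and 100% = median of NaSCN control wells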
# CDK5 p35 inh = inhibitors of human CDK5/p35 kinase; Q00535+Q15078; Recombinant CDK5/p35, ADP-Glo luminescence, 60 min; inhibition, % at 10 µM; hit rate 0.01% among 330,000; AID 488839;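 active = highest replicate inhibition of at least 50% and at least 75% of replicates reaching 50%; inconclusive = only one of the two criteria met; inactive = both criteria failed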;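 note: plate controls were DMSO neutral control for no effect and GW8510 at 10 µM for full effect; many of its hits are not listed in these tables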
# Target sequence (Q00535 whole entry, looked up): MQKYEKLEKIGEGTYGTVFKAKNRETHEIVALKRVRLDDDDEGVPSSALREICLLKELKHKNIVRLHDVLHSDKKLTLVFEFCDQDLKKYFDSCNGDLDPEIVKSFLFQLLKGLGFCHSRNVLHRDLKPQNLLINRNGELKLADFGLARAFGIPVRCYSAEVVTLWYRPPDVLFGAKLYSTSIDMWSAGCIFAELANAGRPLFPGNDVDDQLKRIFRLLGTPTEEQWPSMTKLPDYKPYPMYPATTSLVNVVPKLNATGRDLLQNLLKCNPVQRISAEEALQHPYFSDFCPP
# Target sequence (Q15078 whole entry, looked up): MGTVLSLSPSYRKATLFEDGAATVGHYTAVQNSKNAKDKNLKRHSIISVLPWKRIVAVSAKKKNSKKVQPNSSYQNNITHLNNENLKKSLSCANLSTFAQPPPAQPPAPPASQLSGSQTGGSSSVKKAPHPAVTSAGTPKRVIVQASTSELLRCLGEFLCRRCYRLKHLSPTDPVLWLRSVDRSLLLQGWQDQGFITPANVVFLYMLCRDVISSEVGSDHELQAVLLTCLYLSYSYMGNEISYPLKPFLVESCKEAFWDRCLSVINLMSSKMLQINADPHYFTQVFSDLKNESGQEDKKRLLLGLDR
# Wnt act = Wnt/beta-catenin pathway activation | Wnt/beta-catenin reporter cell assay, activator, plate reader | activation, % at 9.35 µM | hit rate 1.2% among 300,000 | AID 743398; in the data active = activation above about 30%, passing the limit was not always enough; inconclusive = no clear call, values can overlap the other calls;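 note: 0% = neutral control wells and 100% = positive control wells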
# Rtt109 HAT inh = C. albicans Rtt109 histone acetyltransferase inhibition | Q5AAJ8 | purified Rtt109/Vps75, ThioGlo CoA-SH fluorescence, 4 h | inhibition, % at 34.9 µM | hit rate 0.16% among 330,000 | AID 540336;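 active = inhibition of at least 50% in every replicate; inconclusive = best replicate reaches 50% inhibition but some replicates fall short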
# CAL PDZ FP-1 = blocks peptide binding to the human CAL PDZ domain. purified CAL PDZ, TMR-peptide fluorescence polarization, 1 h. inhibition, % at 24.9 µM. AID 602252. hit rate 0.92% among 300,000;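 active = mean inhibition of at least 30% with at least half of replicates also reaching 30%; inconclusive = no clear call, values can overlap the other calls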;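 note: 0% = DMSO neutral control and 100% = excess unlabeled competitor peptide PRC23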
# dFosB act = activators of mouse delta FosB homodimer | purified delta FosB, TAMRA-CDK5 oligo fluorescence polarization; percent of positive-control signal above neutral wells | P13346 | activation, % at 25 µM | hit rate 0.99% among 340,000 | AID 493131;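 active = mean activation above about 17%, with every replicate also reaching it, limit read from the data, passing the limit was not always enough; inconclusive = only one of the two conditions met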;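 note: fluorescence polarization rise as delta FosB binds a TAMRA Cdk5 AP-1 oligo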
# V-ATPase pH = yeast V-ATPase proton transport regulation by pHLuorin. AID 504577. response, % at 10 µM. S. cerevisiae, pHLuorin cytosolic pH fluorescence. hit rate 0.37% among 350,000; in the data active = response mostly above about 7.3%, no sharp cut-off; inactive = mostly below about 5.4%; note: actives read high; inactives centre near 0; some compounds called inactive have numbers as strong as hits
# MITF TRPM1 HTS = increases MITF-driven TRPM1 promoter luciferase signal. SK-MEL-5 TRPM1-promoter luciferase, 24 h; % of positive control, neutral wells = 0. AID 588334. activation, % at 12.5 µM. hit rate 0.75% among 300,000;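 active = mean activation of at least 80% with every replicate also reaching 80%; inconclusive = mean reaches 80% but some replicate falls short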;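 note: 0% = neutral control wells and 100% = parthenolide positive control wells; values of inactives mirror those of a sister screen read the other way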
# CAL PDZ FP-2 = human CAL PDZ-peptide interaction inhibition | purified CAL PDZ, TMR-peptide fluorescence polarization, 1 h | AID 504414 | hit rate 0.02% among 330,000 | inhibition, % at 20 µM;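 active = highest replicate inhibition of at least 40%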;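 note: plate controls were DMSO neutral control wells for no effect and unlabeled competitor peptide control wells for full effect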
#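 Test system: purified CerCALP PDZ construct; Compound dosing: one concentration, 20 µM compound; Also added: TMR-labelled reporter peptide T*-PRC34 bound in PDZ groove; Read-out: inhibition from polarization loss; Controls: unlabelled peptide and DMSO controls; Signal: FP readout, S and P plane fluorescence; Incubation: 1 h at RT.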
# RTF Ca sens act = increases calcium sensitivity of human cardiac regulated thin filaments; AID 493008; IANBD-labeled TnC RTF fluorescence at EC20 calcium; 0% EC20 calcium, 100% full calcium; P19429+P45379; activation, % at 7.2 µM; hit rate 0.24% among 340,000;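 active = activation above the mean over all tested compounds plus 3 SD, cut at about 30% in these data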;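 note: rise in fluorescence read as greater calcium sensitivity of cardiac thin filaments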
# Starred values were filed as active, the others as inactive; ? = inconclusive; / = not tested or not shown; & = joins results of further samples.
SMILES,Tat export inh,CDK5 p35 inh,Wnt act,Rtt109 HAT inh,CAL PDZ FP-1,dFosB act,V-ATPase pH,MITF TRPM1 HTS,CAL PDZ FP-2,RTF Ca sens act
COc1ccc(C2(C(=O)O)CCCC2)cc1,-9,-0.7,/,2,-4,1,-1,3,-0.2,1
O=c1[nH]c2cnn(-c3ccccc3)c2c(=O)n1O,1,-1.3,-2,-3,-3,-9,0,-4,-1.2,-2
CCOC(=O)C1C(=O)C=C(c2ccc(C)cc2)CC1c1cccc([N+](=O)[O-])c1 (configuration not stated),10,-1.0,-14,2,16,4,3,14,-1.2,1
COc1cc(OC)c(C(=O)O/N=C(\N)c2cccc(C)c2)cc1OC,-3,0.8,8,6,-7,5,3,48,-2.3,2
CCN1CCN(Cc2ccc(NC(=O)Nc3ccc(SC)cc3)cc2)CC1,2,2.6,0,7,4,-9,0,55,-0.4,1
c1c(C2CCCCC2)n[nH]c1CN1CCCCC1,-6,/,-4,-2,11,-5,-2,-11,-2.0,-2
Cn1c(-c2ccc(F)cc2)cnc1NCc1ccccc1,-2,0.3,/,-5,/,-1,0,24,0.0,-4
CCc1ccccc1NC(=O)CNC(=O)CNC(=O)C1CCCCC1,3,-0.5,-1,6,-1,2,5,-7,-0.8,8
O=c1c2ccccc2nc(-c2ccc(F)cc2)n1NCc1ccccc1O,-10,0.8,-3,-4,-6,-9,0,4,-2.2,-2
CCc1nc2ccccc2n1CC(O)COc1ccc(NC(C)=O)cc1 (configuration not stated),10,0.1,/,/,-3,-2,-1,-5,-0.6,7
CC(=O)Nc1ccc(S(=O)(=O)NC2CC3CCC2C3)cc1 (configuration not stated),-2,0.6,-1,6,/,-2,0,-8,-0.5,5
Cc1cccc(Nc2n[nH]c(C)c2[N+](=O)[O-])c1,-6,2.1,/,8,/,-1,-2,73,-0.7,6
Cc1[nH]nc2c1C(c1ccccc1F)CC(=O)N2 (configuration not stated),-5,7.2,/,4,-3,0,3,6,-0.3,-8
c1ccc(C2OCC3(CO2)COC(c2ccccc2)OC3)cc1 (configuration not stated),0,-2.3,-3,8,0,-2,3,/,0.0,0
COc1ccc(C(=O)NNC(=O)c2cccc3ccccc23)cc1,-15,5.6,5,7,-5,-3,0,40,-0.7,-5
O=C(N/N=C/c1cc(O)ccc1Br)c1cccnc1,-1,1.4,0,-2,-11,-13,1,/,-3.9,-3
O=C(NCc1nc2ccccc2[nH]1)C1=C[C@@H](C2CCCCC2)C[C@@H](OCc2ccc(CO)cc2)O1,3,-0.5,-3,7,-7,7,1,-12,1.1,1
COc1cc(/C=N/N2CCOCC2)ccc1OCc1ccccc1,4,-2.2,13,1,-2,2,-3,53,/,7
CCOC(=O)N1CCN(CCC(=O)Nc2cccc(Br)c2)CC1,2&7,-1.3&-0.7,-7,6,-4&-3,-2&-3,1&2,-4,-2.2&0.0,-4&0
O=C(CCCC(=O)N(CC(=O)NC1CCCCC1)c1cccc(F)c1)Nc1ccccn1,0,-0.1,-1,40,-2,-5,-3,-2,-0.4,1
CCN1CCc2nc(NC(=O)c3cc(F)c(F)cc3Cl)sc2C1,-1,1.5,1,5,-3,3,-1,20,0.3,5
CCN(CC)S(=O)(=O)c1ccc(NS(=O)(=O)c2cccs2)cc1,-1,2.8,0,-4,22,5,1,1,-0.5,2
O=S(=O)(c1ccc(N2CCC(c3ccc(Cl)cc3)=N2)cc1)N(CCO)CCO,6,-0.6,-8,-394,-2,0,-5,/,1.2,-5
CCc1ccc(N=c2c([N+](=O)[O-])nn(-c3ccc4c(c3)OCCO4)n2O)cc1,-6,-0.3,-5,-4,1,0,3,-6,-1.8,-9
COc1ccc2c(c1)cc1n2CCN=C1NN,-8,2.9,?,19,-2,5,-2,24,0.1,-1
Cn1nnnc1SCC(=O)N1CCN(c2ccc(Cl)cc2)CC1,-4,2.0,-4,-5,-4,1,-3,-5,-0.2,-4

# Compounds shown so far that contain four or more nitrogen atoms, in the order listed:
SMILES,Tat export inh,CDK5 p35 inh,Wnt act,Rtt109 HAT inh,CAL PDZ FP-1,dFosB act,V-ATPase pH,MITF TRPM1 HTS,CAL PDZ FP-2,RTF Ca sens act
O=c1[nH]c2cnn(-c3ccccc3)c2c(=O)n1O,1,-1.3,-2,-3,-3,-9,0,-4,-1.2,-2
CCN1CCN(Cc2ccc(NC(=O)Nc3ccc(SC)cc3)cc2)CC1,2,2.6,0,7,4,-9,0,55,-0.4,1
Cc1cccc(Nc2n[nH]c(C)c2[N+](=O)[O-])c1,-6,2.1,/,8,/,-1,-2,73,-0.7,6
O=C(CCCC(=O)N(CC(=O)NC1CCCCC1)c1cccc(F)c1)Nc1ccccn1,0,-0.1,-1,40,-2,-5,-3,-2,-0.4,1
CCc1ccc(N=c2c([N+](=O)[O-])nn(-c3ccc4c(c3)OCCO4)n2O)cc1,-6,-0.3,-5,-4,1,0,3,-6,-1.8,-9
COc1ccc2c(c1)cc1n2CCN=C1NN,-8,2.9,?,19,-2,5,-2,24,0.1,-1
Cn1nnnc1SCC(=O)N1CCN(c2ccc(Cl)cc2)CC1,-4,2.0,-4,-5,-4,1,-3,-5,-0.2,-4
